Source: PubChem (several laboratories)
RGS4 inh: human RGS4 inhibition; hit rate 0.45% among 310,000; HEK293 M3R/RGS4 inducible, Fluo-4 calcium flux; active compounds read high; triggered by carbachol at its EC20; B-score at 10 µM; AID 463165; P49798;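 active = B-score, a plate-corrected calcium signal, over three deviations above library mean, with baseline fluorescence within five deviations of library mean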;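 note: RGS4 expression induced by doxycycline in cells with stable M3 receptor; B-score is computed from the integrated fluorescence ratio over baseline after carbachol; higher B-score means a larger calcium signal and so more RGS4 inhibition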
Target sequence (P49798 whole entry, looked up): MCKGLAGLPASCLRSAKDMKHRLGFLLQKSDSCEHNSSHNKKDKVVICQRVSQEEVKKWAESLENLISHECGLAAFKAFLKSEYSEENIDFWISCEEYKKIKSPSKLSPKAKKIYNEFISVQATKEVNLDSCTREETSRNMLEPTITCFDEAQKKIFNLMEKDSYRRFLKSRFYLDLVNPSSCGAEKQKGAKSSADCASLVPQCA
Platelet DG rel: platelet dense granule release activity; human platelet-rich plasma, SFLLRN dense granule ATP release, luminescence; AID 1663; hit rate 0.22% among 300,000; inhibition, %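 (compounds screened at 7.5 µM in platelet-rich plasma)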;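 active = mean replicate score, as percent of positive control, at or above 50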
HIF activator: HIF pathway transcriptional activation; U2OS HRE-luciferase reporter, luminescence; normalized: DMSO 0%, desferrioxamine 100%; hit rate 0.32% among 300,000; activation, % at 7.5 µM (by protocol); AID 1910;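 active = mean activation of at least 10% of the iron chelator positive control signal, with at least half of replicates also reaching 10%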
SKKanGAS inh: SKKanGAS growth inhibition. hit rate 1.3% among 300,000. AID 1662. inhibition, % at 7.5 µM. S. pyogenes SKKanGAS, kanamycin growth, BacTiter-Glo, 6 h;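 active = mean replicate score, as percent of positive control median, at least 50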;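 note: strain carries kanamycin resistance gene driven by streptokinase promoter and grows in 40 µg/ml kanamycin; loss of luminescence reflects streptokinase promoter inhibition or plain growth inhibition; 0% = median of DMSO wells and 100% = positive control at its reference dose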
MrgX1 ag: activates human MrgX1 receptor signaling; Q96LB2; B-score at 10 µM; hit rate 0.44% among 310,000; MrgX1-HEK293 cells, Fluo-4 calcium fluorescence, agonist mode; active compounds read high; AID 588627;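 active = calcium response B-score plate-corrected fluorescence ratio at least 3 library SD, with starting fluorescence B-score inside 5 SD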
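Material: MrgX1-expressing HEK293 cells / Dosing: compound as first of three additions / Incubation: overnight seeding, then 1 h dark dye loading / Signal: Fluo-4 NW calcium fluorescence / Evaluation: B-scored fluorescence response ratio / Benchmarks: positive and negative control wells on each plate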
TRPC6 inhibitor: inhibitors of mouse TRPC6 channel; HEK293-TRPC6, membrane potential dye, ACh-evoked depolarization; active compounds read low; B-score at 10 µM; Q61143; hit rate 1.1% among 310,000;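 active = B-score under library mean minus 3 SD, initial fluorescence not abnormally high, positive integrated signal ratio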;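 note: B-score derived from integrated fluorescence ratio over the kinetic read; more negative B-score means stronger inhibition of depolarization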
Target sequence (Q61143 whole entry, looked up): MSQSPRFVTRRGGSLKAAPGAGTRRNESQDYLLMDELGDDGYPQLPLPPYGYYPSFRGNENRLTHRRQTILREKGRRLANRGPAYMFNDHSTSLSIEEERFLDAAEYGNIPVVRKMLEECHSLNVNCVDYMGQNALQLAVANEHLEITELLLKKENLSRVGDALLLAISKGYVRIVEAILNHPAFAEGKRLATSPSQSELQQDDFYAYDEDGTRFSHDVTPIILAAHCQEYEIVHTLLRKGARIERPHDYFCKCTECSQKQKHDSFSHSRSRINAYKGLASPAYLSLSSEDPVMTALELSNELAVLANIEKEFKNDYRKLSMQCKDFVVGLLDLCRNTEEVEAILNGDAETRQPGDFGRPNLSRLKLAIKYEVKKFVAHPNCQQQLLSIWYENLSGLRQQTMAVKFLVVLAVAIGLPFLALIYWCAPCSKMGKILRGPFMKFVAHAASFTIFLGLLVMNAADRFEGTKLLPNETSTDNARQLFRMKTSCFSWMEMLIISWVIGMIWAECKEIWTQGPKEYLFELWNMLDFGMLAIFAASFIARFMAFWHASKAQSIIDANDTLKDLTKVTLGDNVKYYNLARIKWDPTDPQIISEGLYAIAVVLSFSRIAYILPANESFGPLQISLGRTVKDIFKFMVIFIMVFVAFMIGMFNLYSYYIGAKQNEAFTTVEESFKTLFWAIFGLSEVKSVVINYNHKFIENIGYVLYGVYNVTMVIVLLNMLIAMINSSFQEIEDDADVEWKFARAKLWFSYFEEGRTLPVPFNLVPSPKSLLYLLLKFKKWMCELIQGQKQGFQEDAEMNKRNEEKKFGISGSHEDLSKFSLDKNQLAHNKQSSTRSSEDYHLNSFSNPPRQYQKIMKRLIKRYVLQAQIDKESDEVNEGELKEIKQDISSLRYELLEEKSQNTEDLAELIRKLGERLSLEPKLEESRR
MrgX1 antagonist: blocks BAM8-22 activation of human MrgX1 receptor | MRGX1-HEK293 calcium flux, Fluo-4, BAM8-22 antagonism; active compounds read low | hit rate 1.3% among 310,000 | B-score at 10 µM;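 active = calcium-response B-score plate-corrected more than 3 library SD below zero, starting fluorescence within 5 deviations, no agonist response on first addition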;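 note: peak minus trough fluorescence over baseline after final BAM8-22 challenge near maximal dose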
TRPC4 block: blocks the mouse TRPC4 cation channel; B-score at 10 µM; HEK293 TRPC4beta/mu-opioid, DAMGO-evoked Fluo4 calcium flux; active compounds read low; Q9QUQ5; hit rate 0.39% among 300,000; AID 2247;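 active = B-score over 3 SD under the library average, no early fluorescence shift, positive overall ratio signal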
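Assay system – HEK293 line stably carrying TRPC4beta and mu-opioid receptor · Doses – single dose · Detection – Fluo4 calcium-dye fluorescence, kinetic read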
MrgX1 PAM: human MrgX1 positive allosteric modulation, primary screen. Q96LB2. MrgX1-HEK293, Fluo-4 calcium flux, FDSS; active compounds read high. B-score at 10 µM. hit rate 0.63% among 310,000. AID 588675;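 active = plate-corrected calcium response at least 3 library SD above typical, normal starting fluorescence, not activating the receptor alone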;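 note: compound read alongside a low EC10 to EC30 dose of BAM8-22 agonist; peak minus trough fluorescence over baseline measured at the second addition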
TRPC6 activator: activators of mouse TRPC6 channel | hit rate 0.13% among 310,000 | B-score at 10 µM | HEK293-TRPC6 membrane potential dye fluorescence; active compounds read high | Q61143;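 active = B-score of the integrated fluorescence ratio above library mean plus 3 SD, and starting fluorescence ratio within library mean plus 5 SD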;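 note: higher score means more depolarization so channel activation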
RGS4 pot: RGS4 potentiation or activation; hit rate 0.92% among 310,000; B-score at 10 µM; HEK293 M3R/inducible RGS4, carbachol calcium flux Fluo4; active compounds read low;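 active = B-score of the integrated calcium signal more than 4 SD below the library mean, with starting fluorescence not abnormally high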;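 note: negative B-score means reduced calcium response which marks RGS4 activation or potentiation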
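System – HEK293 FlpIn-TREx cells, stable M3R, doxycycline-inducible RGS4 · Reagent – ECmax carbachol challenge · Times – compound preincubation 20 min at room temperature before agonist · Technique – Fluo4 fluorescence kinetic imaging of calcium · Measure – B score of integrated Fluo4 ratio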
The depositor's hits bear a star; i = inactive; x = no result given.

SMILES	RGS4 inh	Platelet DG rel	HIF activator	SKKanGAS inh	MrgX1 ag	TRPC6 inhibitor	MrgX1 antagonist	TRPC4 block	MrgX1 PAM	TRPC6 activator	RGS4 pot
CC1CN(CCCCOc2ccc(Cl)c3ccccc23)CC(C)O1 (configuration not stated)	i	3.2	-13.0	1.7	i	i	i	i	i	i	i
CCCCc1cc(=O)oc2cc(C)cc(OCC(=O)N3CCC(C(=O)O)CC3)c12	i	-0.9	0.0	-8.6	i	i	i	i	i	i	i
Cc1cc(C)c(NC(=O)Cn2cnc3c(oc4ccccc43)c2=O)c(C)c1	i	-2.0	-0.2	-4.4	i	i	i	i	i	i	i
O=C(NCCNC(=O)c1ccc([N+](=O)[O-])cc1)c1ccncc1	i	4.6	0.2	4.2	i	i	i	i	i	i	i
CCCOc1ccc(NC(=O)Cc2ccc(S(=O)(=O)N3CCOCC3)s2)cc1OCCC	i	0.4	1.4	-0.3	i	i	-4.68*	i	i	i	i
Cc1n[nH]c(=S)n1/N=C/c1c(O)ccc2ccccc12	i	5.1	-15.4	1.4	i	i	i	i	i	i	i
COc1ccc(-c2csc(NC(=O)c3ccccc3NS(=O)(=O)c3ccc(F)c(F)c3)n2)cc1	i	-15.9	0.9	84.0*	i	-5.29*	-6.55*	i	i	i	i
CCOC(=O)c1c(NC(=O)COC(=O)c2ccccn2)sc(C(=O)N(C)C)c1C	i	2.2	0.5	4.7	i	i	i	i	i	i	i
OCCN1CCN(CC#CCn2c3ccccc3c3ccccc32)CC1	i	-2.1	-0.3	0.8	i	i	i	i	i	i	i
COCCCNC(=O)CCCN1C(=O)c2cccnc2Sc2ccccc21	i	-10.6	-37.8	-3.1	i	i	i	i	i	i	i
COc1ccc(CNCCCO)cc1OC	i	11.8	x	-7.5	i	i	i	i	i	i	i
C#CCNC(=O)[C@H](Cc1ccc(C(=O)c2ccccc2)cc1)NC(=O)OC(C)(C)C	i	-2.1	4.6	12.0	i	i	i	i	i	i	i
CC(C)(C)OC(=O)N1CCC(C(=O)N2CCOCC2)CC1	i	-7.5	-0.4	-0.8	i	i	i	i	i	i	i
O=[N+]([O-])c1ccccc1CN1CCN(Cc2ccccn2)CC1	i	2.7	-0.1	7.2	i	i	i	i	i	i	i
CCOC(=O)c1sc(N2C(=O)C(O)=C(C(=O)c3ccco3)C2c2ccc([N+](=O)[O-])cc2)nc1C (configuration not stated)	i	0.2	0.6	41.7	i	i	i	i	i	i	i
CC1=Nn2c(nnc2-c2cccs2)SC1	i	-24.1	-0.1	-0.9	i	i	i	i	i	i	i
COC(=O)C(Cc1ccccc1)NC(=O)CNC(=O)c1sc2ccccc2c1Cl (configuration not stated)	i	-20.9	0.2	5.7	i	i	i	i	i	i	i
C#Cc1cccc(NC(=O)C2CCN(C(C)=O)CC2)c1	i	-1.5	0.1	1.3	i	i	i	i	i	i	i
Cc1cccc(NC(=O)NCCN2C(=O)C3C4C=CC(C4)C3C2=O)c1 (configuration not stated)	i	-6.3	4.1	-9.0	i	i	i	i	i	i	i
O=C(NC(=S)NC1CCS(=O)(=O)C1)c1ccccc1 (configuration not stated)	i	4.1	0.0	11.6	i	i	i	i	i	i	i
CC(=O)NN1C(=O)/C(=C\c2ccc(C)cc2)SC1=S	i	1.5	-2.7	0.5	i	i	i	i	i	i	i
CC(C)c1ccc(NC(=O)C2C3C=CC4(CN(Cc5cccnc5)C(=O)C24)O3)cc1 (configuration not stated)	i	-2.0	0.1	4.3	i	i	i	i	i	i	i
COc1ccc(SC[C@H](CC(C)C)N2CCN(CCc3ccccc3)CCC2=O)cc1	i	4.6	1.6	8.4	i	i	i	i	i	i	i
CC1(C)CC(=O)C=C(Nc2ccc(Br)cc2F)C1	i	3.3	0.3	-0.2	i	i	i	i	i	i	i
Cc1cc(NC(=O)CCSc2ccccc2)no1	i	x	x	x	i	i	i	i	i	i	i
CCOC(=O)c1sc(=NC(=O)c2ccc(S(=O)(=O)N(C)c3ccccc3)cc2)n(C)c1C	i	-3.5	-0.2	-23.3	i	i	i	i	i	i	i
O=C(NCc1cccnc1)c1nc(-c2ccccc2)n(-c2ccccc2)n1	i	-3.6	0.3	5.9	i	i	i	i	i	i	i
CCN(CC)CCCCNc1ncc2cc(-c3cc(OC)cc(OC)c3)c(NC(=O)NC(C)(C)C)nc2n1	i	0.1	-0.6	0.2	i	-5.55*	i	i	i	i	i
Cc1ccc(CNC(=O)C2CCCN2S(=O)(=O)c2ccc3c(c2)C(C)(C)C(=O)N3C)cc1 (configuration not stated)	i	0.7	-0.4	-6.7	i	i	i	i	i	i	i
O=C(O)c1ccc2cc(-c3ccccc3)[nH]c2c1	i	14.1	19.9*	0.6	i	i	i	i	i	i	i

2 neighbouring compounds from above, quoted:
SMILES	RGS4 inh	Platelet DG rel	HIF activator	SKKanGAS inh	MrgX1 ag	TRPC6 inhibitor	MrgX1 antagonist	TRPC4 block	MrgX1 PAM	TRPC6 activator	RGS4 pot
Cc1ccc(CNC(=O)C2CCCN2S(=O)(=O)c2ccc3c(c2)C(C)(C)C(=O)N3C)cc1 (configuration not stated)	i	0.7	-0.4	-6.7	i	i	i	i	i	i	i
O=C(O)c1ccc2cc(-c3ccccc3)[nH]c2c1	i	14.1	19.9*	0.6	i	i	i	i	i	i	i

(list continues)
SMILES	RGS4 inh	Platelet DG rel	HIF activator	SKKanGAS inh	MrgX1 ag	TRPC6 inhibitor	MrgX1 antagonist	TRPC4 block	MrgX1 PAM	TRPC6 activator	RGS4 pot
COc1cc(NC(=O)c2oc3ccccc3c2C)ccc1NC(=O)c1ccco1	i	-2.8	0.9	32.0	i	i	i	i	i	i	i
CCOc1ccc(-c2noc(-c3ccncc3)n2)cc1OCC	i	2.4	0.3	-6.1	i	i	i	i	i	i	i
CN1CCN(CC(=O)N(C)c2nc(-c3ccccc3)cs2)CC1	i	-3.9	1.9	-0.1	i	i	i	i	i	i	i
COc1cccc(CN2CCN(Cc3ccc(C#CC(C)(C)O)s3)CC2CCO)c1 (configuration not stated)	i	-2.0	-0.6	5.8	i	i	i	i	i	i	i
O=C(CSc1nnc(COc2ccc(Cl)cc2)o1)OC1CCCCC1	i	-4.2	-0.5	1.3	i	i	i	i	i	i	i
Cc1ccc(OCCN2C(=O)C(=O)c3cccc(C)c32)cc1	i	2.4	-0.4	-4.7	i	i	i	i	i	i	i
NC(=O)c1c(NC(=O)CSc2nnc(-c3ccco3)n2-c2ccccc2)sc2c1CCC2	i	-3.1	-0.4	-8.2	i	i	i	i	i	i	i
CC(OC(=O)CCCN1C(=O)c2ccccc2C1=O)C(=O)Nc1ncc(Cl)cc1Cl (configuration not stated)	i	1.0	0.2	-0.6	i	i	i	i	i	i	i
CCO[C@H]1OC(C(=O)O)=C[C@@H](c2ccc3c(c2)OCO3)[C@@H]1CCCO	i	-0.9	0.3	-2.8	i	i	i	i	i	i	i
CCOC(=O)c1c(NC(=O)CN(CC)CC)sc2c1CCN(C(=O)OCC)C2	i	9.8	0.0	1.9	i	i	i	i	i	i	i
Cc1ccccc1OCc1csc(N)n1	i	-9.1	0.3	12.0	i	i	i	i	i	i	i
N#CCCN(CCC#N)C(=O)c1ccc(Cl)cc1	i	-7.7	0.0	15.5	i	-14*	i	i	i	i	i
COc1ccccc1N1CCN(C(=O)Cc2ccc(Cl)cc2)CC1	i	-4.2	0.7	3.9	i	i	i	i	i	i	i
CC(=O)NCCc1csc(-c2ccccc2)n1	i	3.4	0.8	0.9	i	i	i	i	i	i	i
Cc1ccc(S(=O)(=O)NCC(=O)N(CC(=O)NCC2CCCO2)C2CCCC2)cc1 (configuration not stated)	i	-3.0	-0.2	7.4	i	i	i	i	i	i	i
COc1ccc(CCCc2nc3ccccc3[nH]2)cc1	i	-0.6	0.9	-2.4	i	i	i	i	i	i	i
Cc1ccc(OCC(=O)Nc2ccc(-c3nnc(-c4ccco4)o3)cc2)cc1	i	0.2	1.1	4.5	i	i	i	i	i	i	i
O=C(CN1C(=O)/C(=C/c2ccccc2Cl)SC1=S)NC1C=CS(=O)(=O)C1 (configuration not stated)	i	22.8	0.1	2.3	i	i	i	i	i	i	i
NC(=O)c1ccccc1NC(=O)/C=C/c1cccc(Cl)c1	i	2.8	3.9	0.2	i	i	i	i	i	i	i
COc1ccccc1/C=C/C(=O)Nc1ccc2c(c1)OCCO2	i	6.0	3.7	-2.7	i	i	i	i	i	i	i
O=C(O)c1ccc2c3c(cccc13)C(=O)N(OS(=O)(=O)c1ccccc1)C2=O	i	-1.0	-0.6	1.6	i	i	i	i	i	i	i
NC(=O)Cc1nc2scc(-c3ccc(Cl)cc3)c2c(=O)[nH]1	i	-3.1	-0.3	-8.2	i	i	i	i	i	i	i
Cc1ccccc1C(=O)O/N=C(\N)c1ccccc1	i	60.2*	-0.8	5.0	i	i	i	i	i	i	i
Cc1cccc(NC(=O)CN(C)S(=O)(=O)c2cccc3nsnc23)c1C	i	2.2	-0.4	2.4	i	-5.52*	i	i	i	i	i
CC1=NCC(C)c2c1[nH]c1ccccc21 (configuration not stated)	i	1.7	0.8	-6.1	i	i	i	i	i	i	i
CCNC(=O)CCSc1nnc(-c2ccco2)o1	i	-12.4	-0.6	2.4	i	i	i	i	i	i	i
CC(C(=O)NC1CCCCCC1)N(c1ccccc1)S(C)(=O)=O (configuration not stated)	i	0.0	-0.7	-11.4	i	i	i	i	i	i	i
O=C(CS(=O)(=O)c1cccc(C(F)(F)F)c1)Nc1ccccc1Cl	i	-8.3	0.2	4.0	i	i	i	i	i	i	i
CC(C)C(=O)Nc1cccc(NC(=S)NC(=O)c2ccccc2Cl)c1	i	-7.2	0.9	-4.7	i	i	i	i	i	i	i
Cc1ccc(NC(=O)CSc2nnc(CN3CCOCC3)n2-c2ccccc2)cc1	i	-6.5	-1.0	-2.0	i	i	i	i	i	i	i
COc1cc2c(cc1OC)C(c1ccc(-c3ccc(Cl)cc3Cl)o1)=NCC2	i	-0.9	-0.7	-8.4	i	i	i	i	i	i	i
COc1ccc(-c2cc(=O)c3cc(C)ccc3[nH]2)cc1	i	-9.0	3.5	4.8	i	i	i	i	i	i	i
Cn1cccc1CNC(=O)Nc1ccccc1	i	4.4	1.3	1.2	i	i	i	i	i	i	i
Nc1c(C(=O)N/N=C/c2ccc(OCc3ccccc3)cc2)cnn1-c1ccccc1	i	15.0	-1.5	-1.2	i	i	i	i	i	i	i
CCOc1ccc(N(C(C)C(=O)NN=C2CCCCCCC2)S(C)(=O)=O)cc1 (configuration not stated)	i	-5.3	-0.2	3.0	i	i	i	i	i	i	i
